Screens from PubChem.
Rad51 HR inh: human RAD51 strand exchange inhibitors, primary screen, biochemical, fluorescence. DNA repair protein RAD51 homolog 1 (Homo sapiens), Q06609. hRad51 DNA strand exchange, fluorescence dequenching. inhibition, % at 10 µM. hit rate 0.085% among 200,000;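 active = inhibition above 40% at the single screening dose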;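 note: 0% = DMSO control wells and 100% = blanks with heterologous ssDNA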
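Material: hRad51 filaments on single-stranded DNA; Reagent: Donor/quencher-labelled 47-bp dsDNA substrate; Compound: 10 µM final, single point; Schedule: 37 °C 15-min filament assembly, 30-min compound preincubation, 15-min exchange; Technique: FRET fluorescence, excitation 485 nm, emission 520 nm; Benchmarks: control wells and blank wells on each plate.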
Hck Nef HTS: inhibitors of Nef-activated human Hck kinase, primary screen, biochemical, Z-Lyte FRET, 384-well, Hck-YEEI | Tyrosine-protein kinase HCK (Homo sapiens), P08631 | Recombinant Hck-YEEI plus Nef, Z-Lyte FRET kinase assay | inhibition, % at 20 µM | hit rate 0.68% among 220,000;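 active = Hck-Nef kinase inhibition above about 50%, limit read from the data; inactive = inhibition below that limit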;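 note: 0% = DMSO with Hck plus Nef and 100% = Hck alone without Nef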
Target sequence (P08631 whole entry, looked up): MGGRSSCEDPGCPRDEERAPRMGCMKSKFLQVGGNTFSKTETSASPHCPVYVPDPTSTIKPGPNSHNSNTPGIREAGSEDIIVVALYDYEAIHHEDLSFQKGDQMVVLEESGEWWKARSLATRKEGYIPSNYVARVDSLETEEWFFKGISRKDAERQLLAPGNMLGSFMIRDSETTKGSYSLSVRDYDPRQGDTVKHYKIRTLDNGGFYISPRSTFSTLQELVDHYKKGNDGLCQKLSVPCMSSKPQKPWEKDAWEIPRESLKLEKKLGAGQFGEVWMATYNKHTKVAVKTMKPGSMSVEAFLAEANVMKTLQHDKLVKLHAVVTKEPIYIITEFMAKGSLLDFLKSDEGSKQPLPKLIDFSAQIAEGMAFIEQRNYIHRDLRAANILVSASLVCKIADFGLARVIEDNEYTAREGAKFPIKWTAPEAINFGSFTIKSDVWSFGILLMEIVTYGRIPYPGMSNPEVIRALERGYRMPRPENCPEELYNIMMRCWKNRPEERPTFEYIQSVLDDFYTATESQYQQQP
Calpain2 inh: inhibitors of pig calpain II, primary screen, biochemical, fluorogenic peptide substrate, 1536-well. purified calpain II, 30 min. inhibition, % at 16 µM. hit rate 0.37% among 220,000. AID 1236, 2008;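 active = inhibition above about 50%, limit read from the data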
14-3-3 Bad inh: inhibitors of 14-3-3 zeta/Bad binding, primary screen, biochemical, TR-FRET, bovine 14-3-3 zeta. TR-FRET 14-3-3zeta/Dy647-pBad peptide displacement, 1 h. inhibition, % at 21.7 µM. hit rate 0.71% among 220,000. AID 781, 2007;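 active = inhibition above about 70%, limit read from the data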;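 note: 0% = full 14-3-3 plus peptide FRET controls and 100% = background without 14-3-3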
Target sequence (P63103 whole entry, looked up): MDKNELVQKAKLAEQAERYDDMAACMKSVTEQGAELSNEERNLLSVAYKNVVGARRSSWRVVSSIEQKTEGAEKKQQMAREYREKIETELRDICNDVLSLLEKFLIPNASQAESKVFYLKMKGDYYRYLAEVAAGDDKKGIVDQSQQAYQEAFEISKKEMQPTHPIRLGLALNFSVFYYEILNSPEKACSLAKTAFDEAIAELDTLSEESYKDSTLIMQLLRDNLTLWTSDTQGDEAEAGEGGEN
zVAD death inh: inhibitors of zVAD-triggered necroptosis, primary screen, L929 cells | L929 zVAD necroptosis rescue, ATP luminescence, 24 h; with zVAD 60 µM | viability rescue, % at 10 µM | hit rate 0.38% among 220,000;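 active = activation, scaled between plate controls, above about 75%, limit read from the data; inactive = activation under that limit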;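 note: 0% = zVAD with DMSO and 100% = DMSO alone without zVAD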
eIF4E-4G inh: eIF4E–eIF4G protein interaction inhibitors, primary screen, biochemical, uHTS, TR-FRET, eIF4GI fragment | hit rate 0.37% among 220,000 | inhibition, % at 21.7 µM | Eukaryotic translation initiation factor 4E (Mus musculus) + Eukaryotic translation … | TR-FRET eIF4E-eIF4GI(517-606) binding, 2 h;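 active = inhibition above about 30%, limit read from the data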;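 note: 0% = full FRET control wells and 100% = background wells lacking eIF4GI fragment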
EP2 antag: human EP2 receptor antagonists, primary screen, TR-FRET cAMP, C6 glioma cells. Prostaglandin E2 receptor EP2 subtype (Homo sapiens), P43116. C6 glioma cells expressing human EP2; cells stimulated with saturating PGE2. inhibition, % at 25 µM. hit rate 0.52% among 260,000. AID 1422, 2008;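 active = percent inhibition above 40 after rounding to a whole number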;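 note: rat C6 glioma host cells with rolipram phosphodiesterase inhibitor present; the protocol text gives 20 µM as final concentration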
EP2 modulator: EP2 receptor modulators, cAMP readout, primary screen, cell-based, HTRF cAMP, PGE2 stimulation. EP2-expressing cells, cAMP HTRF FRET, PGE2 co-stimulation. hit rate 0.83% among 260,000. induction, % at 25 µM. Prostaglandin E2 receptor EP2 subtype (Homo sapiens), P43116;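 active = compounds whose cAMP rise, as percent of the full-agonist control response, exceeds 60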;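 note: rat C6 glioma line stably carrying human EP2 under a CMV promoter; the protocol text gives 20 µM as final concentration; 100% = response of wells given 1 µM PGE2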
Tb hexokinase: Trypanosoma brucei hexokinase 1 inhibitors, primary screen, biochemical, G6PDH-coupled NADH absorbance, MLSCN library; hexokinase 1 [Trypanosoma brucei]; inhibition, % at 10 µM; hit rate 0.11% among 220,000; recombinant TbHK1, G6PDH-coupled NADH A340;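 active = inhibition of 50% or more in the single-dose primary screen; inactive = inhibition below 50%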
Numbers without * were called inactive; . = not tested or not shown; & = joins results of further samples; [ ] = remark or other dose. Only part of the results is shown (hit frequency here may not be typical).

SMILES	Rad51 HR inh	Hck Nef HTS	Calpain2 inh	14-3-3 Bad inh	zVAD death inh	eIF4E-4G inh	EP2 antag	EP2 modulator	Tb hexokinase
COc1ccc(-n2c(SCC(=O)Nc3ccccc3)nnc2-c2ccoc2C)cc1	-7	10	-7	14	-0.6	2	7	43	3
OCCN(CCO)c1ncnc2c1oc1ccc(Br)cc12	-2	-1	1	14	1.2	-1	9	9	-17
C=CCn1c(C)cc(C(=O)CSc2nc3ccccc3c(=O)[nH]2)c1C	-4	-1	-23	-23	-0.7	-1	16	-48	-6
CC(C)OP(=O)(OC(C)C)C(NC(=O)c1cccc([N+](=O)[O-])c1)C(N)=O (stereo not given)	-2	-2	-17	0	-0.5	13	10	9	-1
Cc1cccc(NC(=O)C2COc3ccccc3O2)n1 (stereo not given)	-1	5	13	3	0.9	-14	7	-13	3
CCOC(=O)c1ccc(NC(=O)c2cc(S(=O)(=O)N3CCOCC3)ccc2O)cc1	6	8	11	30	-0.1	2	8	11	-12
Cc1c(NC(=O)c2ccc3c(c2)OCO3)cccc1-c1nc2ncccc2o1	2	0	18	4[fluorescence artefact?]	-0.1	5	10	9	2
O=c1nc2n(Cc3ccccc3)c3ccccc3cc-2c(=O)[nH]1	18	16	-396	16	0.1	8	3	16	3
CCCN1Cc2cccc(C(=O)Nc3ccc(S(=O)(=O)N4CCCCCC4)cc3)c2C1=O	6	5	-61	-8[fluorescence artefact?]	3.2	4[fluorescence artefact?]	14	8	-11
NC(=O)NCC1CC1	12	0	-12	-1	1.1	-3	14	10	-2
COc1ccc(CCN2C(=O)CC(NNC(=O)c3ccc(F)cc3)C2=O)cc1OC (stereo not given)	-3	2	15	5	-0.1	6	5	0	-6
O=C(Nc1ccccc1)c1cnc(-c2ccccc2)nc1-c1ccccc1	-1	-1	-13	-3	0.0	1[fluorescence artefact?]	10	-4	3
C/C(=N\Nc1ccc([N+](=O)[O-])cc1)c1cccc(N)c1	-12	-1	-33	-11	0.6	5	29	-37	-14
CC(=O)N1N=C(c2cccc([N+](=O)[O-])c2)OC1c1ccc(Cl)cc1Cl (stereo not given)	-2	2	39	10	-0.1	1	13	20	2
O=C(Nc1nc(-c2cc(F)ccc2F)cs1)c1ccccn1	-8	29	15	27	-0.2	10	5	-5	-1
CN(C)c1ccc(/C=N/NC(=O)CCCCCNC(=O)c2ccccc2)cc1	-17	-7	-74	-3	1.3	14	11	-25	-56
CCCS(=O)(=O)N1CCCC(C(=O)NCCCN2CCN(c3ccccc3F)CC2)C1 (stereo not given)	-4	0	22	7	-0.3	8	6	-2	7
Cc1ccc(-c2ccc(CCC(=O)O)n2CC(=O)O)cc1	0	0	-31	3	-0.1	2	6	12	11
Cc1cc(NC(=O)COC(=O)c2ccc(S(=O)(=O)N3CCCC3)cc2)no1	0	4	-11	-1	1.4	1	4	18	-5
COc1ccc(CCN(C(=O)c2ccco2)C(C(=O)NC2CCCC2)c2ccncc2)cc1OC (stereo not given)	3	19	-15	-3	0.5	0	3	12	1
Cc1cc(C(=O)c2ccccc2)c(NC(=O)CN2CCOCC2)s1	.	6	-14	-13	0.7	-2	15&7	22&26	24
COc1ccccc1NC(=S)N1CCC(c2nc3cc(C)c(C)cc3[nH]2)CC1	5	-1	25	1	3.3	4	5	-25	6
COC(=O)C1CCN(C(c2cc(OC)c(OC)c(OC)c2)c2sc3nc(C)nn3c2O)CC1 (stereo not given)	-2	-6	-13	6	-0.2	1	12	2	-6
COc1cc(NC(=S)NCc2ccco2)c(OC)cc1Cl	9	16	-9	-14	0.5	2	6	-17	-2
COCCN(C)Cc1cn(-c2ccc(F)cc2F)nc1-c1ccccc1C	.	4	-11	2	-0.8	1	8	20	1
CCn1c(SCC(=O)Nc2nc3ccccc3s2)nc2c(c1=O)SC(C)C2 (stereo not given)	3	1	39	4	0.4	4	14	5	-6
Cc1nn(-c2ccc(F)cc2)c2sc(C(=O)OC3CCOC3=O)cc12 (stereo not given)	2	0	.	.	0.1	.	24	.	3
O=C(O)c1ccccc1C(=O)NCCc1c(C(=O)O)[nH]c2ccc(F)cc12	-5	18	-17	1	0.2	0	7	31	-8
COC(=O)c1cc(C(=O)OC)cc(N2C(=O)CC(N3CCN(c4ccccc4)CC3)C2=O)c1 (stereo not given)	5	2	-3	-3	0.8	3	9	0	-2
O=C(N/N=C/c1ccc(OC(=O)c2ccc3c(c2)OCO3)cc1)c1cncc(Br)c1	8	25	1	71*	0.5	-3	9	0	26
C/C(=N/NC(=O)c1ccc(Br)o1)C(C)C	21	4	-11	-4	0.3	-5[fluorescence artefact?]	14	28	-2
C=CCOc1ccccc1CNCCc1ccc(S(N)(=O)=O)cc1	6	19	-4	3	-1.1	-2	1	-16	1
CC(=O)c1ccc(N(C(=O)Cc2c[nH]c3ccccc23)C(C(=O)NC2CCCCC2)c2cccs2)cc1 (stereo not given)	-8	0	-142	2	0.3	7	3	-2	-4
O=C(NCc1ccco1)C(c1ccccc1F)N(CC1CCCO1)C(=O)Cn1nnc2ccccc21 (stereo not given)	9	-7	-19	-5	-2.0	-7	12	12	2
CC1(C)CNC(=O)c2sc(NC(=O)c3ccccc3Cl)nc2C1	25	23	-2	-8	1.3	2	6&8	-45&-37	-16
CCOc1ccc(OCCCCN(C)C)cc1	-3	-14	-8	27[fluorescence artefact?]	-0.3	2[fluorescence artefact?]	17	21	-3
O=C(C1CC(c2cccc(Br)c2)=NO1)N1CCc2ccccc2C1 (stereo not given)	13	0	21	-1	-0.2	-1	11	-27	5
CCOc1ccc(NS(=O)(=O)c2cc(NC(=O)c3ccc(C)cc3)ccc2Cl)cc1	-3	2	-28	-2	2.0	-9	5	-8	6
O=C(CN(Cc1ccco1)C(=O)c1cc(=O)[nH]c2ccccc12)Nc1ccccc1C(F)(F)F	5	-1	-15	14	0.3	-2	5	10	-5
Cc1ccc(C(=O)c2cc([N+](=O)[O-])ccc2N2CCN(C)CC2)cc1	0	1	16	-6	0.0	-7	10	-12	-15
N#C/C(=C\C=C\c1ccccc1)C(=O)NCc1ccco1	9	22	-25	-14	3.3	2	3	4	-30
Cc1ccc2c(c1)C(c1ccncc1)=NNC(c1cccnc1)=N2	-9	20	-13	0	1.4	4	8	-10	-3
CC(=O)c1ccc(Oc2cc(-c3ccccc3)nc(-c3ccccc3)n2)cc1	.	3	-5	-12	1.1	5	18	28	19
COc1ccc(CNC(=O)c2n[nH]c3ccccc23)cc1OC	2	16	23	4	-0.5	0	3	-9	6
